Source: PubChem
Shiga inhibitor – inhibitors of Shiga toxin in Vero cells | Vero cells, Shiga toxin protein synthesis inhibition reporter | hit rate 9.2% among 290,000 | inhibition, % at 38.7 µM; in the data active = inhibition mostly above about 28%, no sharp cut-off; inactive = mostly below about 43%; note: 0% is about no effect
HCMV antiviral – blocks human cytomegalovirus replication; HFF cells, HCMV-luciferase reporter, 72 h; hits give low values; activity change, negative = inhibition, % at 57.5 µM; hit rate 4.5% among 410,000; AID 1259415; in the data active = activity change below about -60%; inconclusive = no clear call, values can overlap the other calls; inactive = above about -39%; note: % is set by controls: 0 for no effect and ±100 for the full control effect
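Cell-based, HFFs, 1000 cells/well, 16 h 37C; cpds in DMSO + HCMV-luc, MOI 1 PFU/cell; 72 h 37C; OneGlo luminescence after 5 min RT; norm. to buffer vs Salinomycin 10uM.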
AmpC inh no detg – inhibitors of E. coli AmpC beta-lactamase without detergent; Potency, µM (titrated, usually from 57.1 µM), for the others: at the top dose activity change, negative = inhibition, actives largely listed as inhibitors; hit rate 0.52% among 330,000; AmpC nitrocefin hydrolysis, absorbance 480 nm, 0.0001% Triton; P00811;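 note: potency is the fitted concentration of half-maximal effect; plate controls were no compound for no effect and no enzyme for full effect; nearly all actives have a fitted effect of over 20% in size; some results filed as inactive show a strong effect at the top dose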
Target sequence (P00811 whole entry, looked up): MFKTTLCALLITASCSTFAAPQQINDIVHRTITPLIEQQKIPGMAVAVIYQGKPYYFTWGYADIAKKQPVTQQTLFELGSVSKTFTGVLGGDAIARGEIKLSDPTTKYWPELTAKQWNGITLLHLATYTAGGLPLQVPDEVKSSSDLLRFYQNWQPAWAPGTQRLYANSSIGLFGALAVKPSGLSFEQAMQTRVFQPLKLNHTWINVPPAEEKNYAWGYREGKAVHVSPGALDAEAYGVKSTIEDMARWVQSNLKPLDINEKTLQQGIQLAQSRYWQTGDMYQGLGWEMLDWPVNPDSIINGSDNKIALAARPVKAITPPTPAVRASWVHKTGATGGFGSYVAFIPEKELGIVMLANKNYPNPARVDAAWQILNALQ
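AmpC (5.3 nM in the dispensed reagent) in 20 mM phosphate pH 7.0 with 0.01% (detergent screen) or 0.0001% Triton X-100 was preincubated with compounds for 15 min at room temperature. Nitrocefin was then added from an 800 uM solution, and hydrolysis was followed at 480 nm.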
FBPA Giardia inh – inhibitors of Giardia lamblia fructose-1,6-bisphosphate aldolase; A8B2U2; purified Giardia FBPA; Potency, µM (highest dose often 59.6 µM), without a hit: at the highest dose activity, negative = inhibition, hits mostly inhibitors; hit rate 0.71% among 290,000; AID 2451; note: potency is the fitted concentration of half-maximal effect; % is set by controls: 0 for no effect and ±100 for the full control effect; nearly all actives have a fitted effect of over 55% in size
Target sequence (A8B2U2 whole entry, looked up): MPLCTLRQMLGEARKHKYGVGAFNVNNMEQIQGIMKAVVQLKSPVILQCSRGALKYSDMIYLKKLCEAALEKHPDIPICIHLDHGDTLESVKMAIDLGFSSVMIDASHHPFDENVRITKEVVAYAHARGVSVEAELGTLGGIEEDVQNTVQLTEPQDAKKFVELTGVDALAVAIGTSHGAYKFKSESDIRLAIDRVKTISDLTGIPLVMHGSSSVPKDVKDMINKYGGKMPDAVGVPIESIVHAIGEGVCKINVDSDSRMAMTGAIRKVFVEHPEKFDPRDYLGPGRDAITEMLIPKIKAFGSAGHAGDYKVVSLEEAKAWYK
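Giardia FBPA (40 nM reagent) was preincubated 10 min at RT with compound (up to 57.5 uM final), then substrate plus GAPDH/TPI/NAD/arsenate coupling system with diaphorase/resazurin was added; resorufin fluorescence (525/598 nm) was read after 20 min.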
CHX counter – affects cycloheximide protein synthesis inhibition readout, counter-screen | cell reporter, cycloheximide protein synthesis inhibition counterscreen | max response, % | hit rate 12% among 300,000 | AID 2314; in the data active = max response mostly above about 13%, no sharp cut-off; inactive = mostly below about 14%; note: read at 38.3 µM for the half of the compounds with a filed dose; 0% is about no effect
AmpC inh detg – inhibitors of E. coli AmpC beta-lactamase with detergent | AmpC hydrolysis of nitrocefin, absorbance 480 nm, 0.01% Triton | Potency, µM (highest dose often 114 µM), without a hit: top-dose activity change, negative = inhibition, actives largely listed as inhibitors | hit rate 0.041% among 370,000 | P00811 | AID 485294;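 note: potency is the fitted concentration of half-maximal effect; 0% = no-compound wells and -100% = no-enzyme wells; nearly all actives have a fitted effect of over 25% in size; some results filed as inactive show a strong effect at the top dose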
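20 mM phosphate pH 7.0 + 0.01% (detergent screen) or 0.0001% Triton X-100; 5.3 nM AmpC reagent; cpd preinc 15 min RT; nitrocefin (800 uM stock) to start; A480 q20 s × 4 min; Activity was normalised to no-enzyme and no-compound control wells.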
AMA1 RON2 block – disrupts binding of P. falciparum AMA1 to RON2; Potency, µM (series often up to 58.2 µM), for inactives: at the highest dose activity change, negative = inhibition, actives largely listed as inhibitors; hit rate 0.2% among 360,000; AlphaScreen AMA1-biotinylated RON2 peptide binding; AID 720542;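 note: potency is the fitted concentration of half-maximal effect; 0% = vehicle wells and -100% = peptide control; nearly all actives have a fitted effect of over 45% in size; some results filed as inactive show a strong effect at the top dose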
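AMA1 (3D7) with his tag at 25 nM final met compounds first, then biotinylated RON2 peptide at 25 nM; detection used donor plus acceptor beads, 10 µg/mL apiece, read by AlphaScreen after 30 min at room temperature.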
* = called active by the depositor; u = inconclusive; x = not tested or not shown; [ ] = remark or other dose. Unless noted, calls come from the whole dose curve; as a rule, active = well fitted curve in the direction sought with a large enough effect; inconclusive = small, poorly fitted or top-dose-only effect, or another doubt; inactive = no such curve, though single readings can be large; an effect the other way counts as inactive or inconclusive. Rows are unselected; any-hit rate near 16%.

no. | compound | AMA1 RON2 block | AmpC inh detg | AmpC inh no detg | CHX counter | FBPA Giardia inh | Shiga inhibitor | HCMV antiviral
1 | Cc1cc(C(=O)NNC(=O)c2ccc(C(F)(F)F)cc2)no1 | 56%[activator] | -4% | -9% | -1 | -2% | 1 | 7
2 | O=C(COC(=O)c1cccnc1Cl)NCc1ccc(F)cc1 | -4% | x | -23% | x | x | x | 92
3 | FC(F)(F)c1cnc(NNC(=S)Nc2ccccc2Cl)c(Cl)c1 | 0% | -12% | -18% | 0 | 23% | -9 | -100*
4 | CC1Cc2cc(/C(O)=C3/C(=O)C(=O)N(CCCn4ccnc4)C3c3ccc(F)cc3)ccc2O1 (stereo unspecified) | 10% | 0% | -5% | 21* | -5% | 63 | -9
5 | CC(=O)Nc1cc(C(=O)O)ccc1S(=O)(=O)c1ccc(Cl)cc1 | -2% | 2% | -27% | -7 | u | 2 | -24
6 | COc1ccc(NC(=S)NCCc2c[nH]c3ccccc23)cc1 | -6% | u | -33% | 5 | -1% | 12 | -24
7 | COc1cccc(NC(=O)Cc2nnc(SCC(=O)c3ccccc3)n2C)c1 | 4% | 3% | 13% | 10 | -4% | 17 | 21
8 | COc1ccc(-n2ncc3c2CC(C)(C)CC3NC(=O)CCc2c(C)noc2C)cc1 (stereo unspecified) | 11% | 2% | 114%[activator] | 1 | x | 27 | 14
9 | CC(=O)Cn1c(CN2CCN(C(=O)c3ccco3)CC2)nc2c1c(=O)n(C)c(=O)n2C | -3% | 5% | 6% | -1 | 2% | 1 | u
10 | O=C(CSC1CCCCC1)Nc1ccccc1Br | 8% | 0% | -1% | 13* | 7% | 90* | -9
11 | CN1CCN(S(=O)(=O)c2ccc3[nH]cc(C(=O)O)c(=O)c3c2)CC1 | 8% | 6% | -7% | -4 | -4% | -3 | -8
12 | COc1ccc(-c2n[nH]c(=S)n2-c2ccc3c(c2)OCCO3)cc1 | 57%[activator] | -6% | -22% | 11 | 4% | 16 | 10
13 | CCc1ccc(OCC(=O)N2CCN(c3ccccc3F)CC2)cc1 | 8% | 5% | 29% | 12 | 0% | 34 | 0
14 | CCOc1ccc(S(=O)(=O)Nc2ccc(C(=O)N3CCCC3)cc2)cc1C(N)=O | -1% | -13% | -5% | -7 | x | -12 | 11
15 | COc1ccc(Cl)cc1NS(=O)(=O)c1cccc(C(=O)NCC(c2ccco2)N2CCCC2)c1 (stereo unspecified) | -8% | -3% | 106%[activator] | x | x | x | -22
16 | O=C(CCCC1=NS(=O)(=O)c2ccccc2N1)NCCc1ccc(Cl)cc1 | -5% | 1% | -17% | 1 | x | 26 | -29
17 | O=C(COC(=O)C12CC3CC(CC(C3)C1)C2)NC12CC3CC(CC(C3)C1)C2 | -7% | -6% | -14% | -2 | 0% | -7 | -2
18 | CN(C)/C=C(\C#N)C(=O)Nc1ccc(F)c(Cl)c1 | 2% | 3% | -8% | 24* | 4% | 52* | 80
19 | COc1ccc(C(=O)OCC(=O)N(C)C2CCS(=O)(=O)C2)cc1S(=O)(=O)N(C)Cc1ccccc1 (stereo unspecified) | -6% | -8% | 164%[activator] | x | x | x | -21
20 | Cc1cccc(Sc2c(C=O)c3ccccc3n2C)c1 | 21% | -15% | -28% | -2 | 9% | -10 | -8
21 | COc1cccc(CN(CC2CCCO2)S(=O)(=O)c2ccc(-n3cnnn3)c(OC)c2)c1 (stereo unspecified) | 8% | 0% | 118%[activator] | 8 | 1% | 16 | -15
22 | O=C(Nc1ccccc1C(=O)O)/C(=C/c1ccc([N+](=O)[O-])cc1)NC(=O)c1ccc(Br)o1 | 4% | 8% | -8% | 4 | 18µM* | 26 | 2
23 | CN1CCN(S(=O)(=O)c2cccc(C(=O)Nc3ccccc3N3CCCCC3)c2)CC1 | -2% | u | 49%[activator] | x | x | x | -2
24 | COc1ccc2cc(CN(Cc3ccco3)C(=S)NCC3CCCO3)c(=O)[nH]c2c1 (stereo unspecified) | 4% | -1% | -11% | -1 | -19% | -3 | u
25 | COc1ccc(N(C)S(=O)(=O)c2cccc3cccnc23)c(OC)c1 | -5% | 1% | -18% | 7 | -4% | -15 | u
26 | Cc1c(OCC(=O)NCCCn2ccnc2)ccc2c3c(c(=O)oc12)CCC3 | -2% | -2% | 0% | -2 | x | 1 | -20
27 | COc1ccc(N=CC2=C(O)CC(C)(C)CC2=O)cc1 | 1% | -2% | -21% | 36* | -2% | 65* | -9
28 | O=C(c1ccc(F)cc1)C1CCN(C(=O)NC2CCCCC2)CC1 | -19% | -6% | 12% | 7 | 2% | 75 | -19
29 | CCOCCCNC(=S)N(Cc1ccco1)Cc1cc2cc3c(cc2[nH]c1=O)OCCO3 | 0% | 10% | 47% | -2 | -4% | -15 | -25
30 | Cc1ccnc(SCCn2c(N3CCN(C)CC3)nc3c2c(=O)[nH]c(=O)n3C)n1 | x | -15% | -23% | 2 | -1% | -24 | x
31 | COc1ccc(C)cc1Nc1n[n+](C)c(-c2ccc(O)cc2O)s1 | 34%[activator] | -8% | -16% | 3 | 7% | -8 | -6
32 | CCc1ccc(NC(=O)CSc2nnc(CNC(=O)c3ccc(OC)cc3)o2)cc1 | 0% | -6% | 13% | 16 | x | -1 | -29
33 | O=C1C2CCCN2C(=O)N1CCCCN1CCN(c2cccc(C(F)(F)F)c2)CC1 (stereo unspecified) | 6% | u | 74%[activator] | 0 | -11% | x | 18
34 | O=C(CC1SC(N2CCCC2)=NC1=O)Nc1ccc(C(=O)N2CCCC(C(F)(F)F)C2)cc1 (stereo unspecified) | -4% | -4% | 73%[activator] | x | x | x | -36
35 | CC(NC(=O)/C=C/c1ccccc1[N+](=O)[O-])C1CC2CCC1C2 (stereo unspecified) | -6% | 5% | -29% | -6 | 2% | -3 | u
36 | CCOC(=O)c1nnn(-c2nonc2N)c1-c1ccc(OC)cc1 | -2% | u | -4% | -1 | -20% | -9 | 3
37 | CC1CCN(S(=O)(=O)c2cccc(-c3cn4cc(Cl)ccc4n3)c2)CC1 | 23% | 0% | -25% | 12 | 1% | 53* | -15
38 | COc1ccc(-n2nc(C(=O)NCC(=O)Nc3cc(OC)c(OC)c(OC)c3)c3ccccc3c2=O)cc1OC | -8% | 0% | 87%[activator] | -3 | 7% | 19 | u
39 | COc1ccc(/C=N/N(c2ccccc2)c2ccccc2)cc1O | -21% | -10% | -25% | 1 | x | -3 | -15
40 | COC(=O)c1cc(OC)c(OC)cc1NC(=O)Cc1cccs1 | -3% | -1% | 29% | -2 | -6% | -10 | 41
41 | Cn1c(Cc2cccs2)nnc1SC/C=C/c1ccccc1 | -18% | -14% | -3% | 10 | -1% | 12 | -31
42 | COc1ccc(C(=O)Nc2ccc(S(=O)(=O)N3CCCCC3)cc2)cc1 | -3% | 1% | -24% | -2 | -3% | -16 | u
43 | Cc1cc(OCC(=O)NNC(=O)c2ccncc2)cc(C)c1Cl | 119%[activator] | -3% | 41% | -3 | x | -9 | -13
44 | O=C(/C=N/O)NCCCN1CCOCC1 | 0% | 7% | -25% | 2 | -21% | 6 | -18
45 | O=C(Nc1ccc(C(=O)N2CCCCC2)cc1)C1CCCCC1 | 3% | u | -6% | -5 | 9% | 1 | 15
46 | NC(=O)c1ccc(-n2nnnc2SCC(=O)Nc2ccccc2F)cc1 | -9% | 1% | -27% | -9 | -3% | -2 | 62
47 | COc1ccccc1N=Cc1c(O)c2ccccc2oc1=O | 14% | u | -18% | 10 | 4% | 6 | 60
48 | O=c1[nH]c(CNCc2cccnc2)nc2ccccc12 | 78%[activator] | 1% | -10% | 6 | u | 24 | 46
49 | OCC1CCCCN1CC(O)COC(c1ccc(F)cc1)c1ccc(F)cc1 (stereo unspecified) | 3% | 0% | 40% | 8 | u | 1 | -19
50 | COc1ccc(OCC(=O)Nc2c(C(=O)N(CCN(C)C)Cc3ccco3)oc3ccccc23)cc1 | -7% | -7% | 143%[activator] | -2 | 9% | 2 | u
51 | N#CC1=C(N)OC(c2ccccc2)=C(C#N)C1c1ccc2c(c1)OCO2 (stereo unspecified) | -10% | -13% | -27% | -1 | -15% | -1 | 47
52 | CN1C(=O)/C(=C/c2ccco2)SC1=Nc1cccc(C(=O)O)c1 | -3% | -5% | -25% | -3 | 4% | -9 | x
53 | COc1ccc(-n2c(-c3ccc(Br)cc3)c[n+]3c2CCC3)cc1 | -10% | -3% | -4% | 2 | 2% | 4 | -92*
54 | O=C(/C=C/c1ccco1)N1CCc2ccccc21 | u | -13% | -32% | 29* | -10% | 59* | 52
55 | Cc1ccc(-c2cc(C(=O)NCCCN3CCOCC3)c3ccccc3n2)cc1 | -3% | -13% | 83%[activator] | x | x | x | -10
56 | O=C1c2ccc(-c3ccc(F)cc3OCc3ccccc3)cc2S(=O)(=O)c2cccc(C(=O)N3CCCC3)c21 | -28% | 8% | 86%[activator] | x | x | x | x
57 | Cn1c(=O)oc2cc(S(=O)(=O)NC3CCN(Cc4ccccc4)CC3)ccc21 | 4% | -12% | -20% | 6 | 17% | -6 | -23
58 | COc1cc(/C=C2\SC(c3ccc(C)cc3)=NC2=O)cc(OC)c1OC | 19% | 3% | 6% | -2 | u | -4 | x
59 | O=S(=O)(c1ccc(Cl)nc1)N1CCCc2ccccc21 | 5% | 11% | -7% | 10 | -28% | 15 | u

Complete entries, looked up by structure:
Shown for O=C(/C=C/c1ccco1)N1CCc2ccccc21 : AMA1 RON2 block: u; AmpC inh detg: -13%; AmpC inh no detg: -32%; CHX counter: 29*; FBPA Giardia inh: -10%; Shiga inhibitor: 59*; HCMV antiviral: 52
Shown for Cc1ccc(-c2cc(C(=O)NCCCN3CCOCC3)c3ccccc3n2)cc1 : AMA1 RON2 block: -3%; AmpC inh detg: -13%; AmpC inh no detg: 83%[activator]; CHX counter: x; FBPA Giardia inh: x; Shiga inhibitor: x; HCMV antiviral: -10
Shown for O=C1C2CCCN2C(=O)N1CCCCN1CCN(c2cccc(C(F)(F)F)c2)CC1 (stereo unspecified) : AMA1 RON2 block: 6%; AmpC inh detg: u; AmpC inh no detg: 74%[activator]; CHX counter: 0; FBPA Giardia inh: -11%; Shiga inhibitor: x; HCMV antiviral: 18

Down the list, quoted from above:
Compounds 34 to 41 in FBPA Giardia inh read x, 2%, -20%, 1%, 7%, x, -6%, -1%
